TbHK1 inh: blocks Trypanosoma brucei hexokinase 1 activity. recombinant TbHK1, G6PDH-coupled NADH A340. inhibition, % at 10 µM. 0.11% of 220,000 active. AID 1430;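 active means inhibition of 50% or more in the single-dose primary screen; inactive means inhibition below 50%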
L929 necroptosis: blocks zVAD induced death of L929 cells; L929 zVAD necroptosis rescue, ATP luminescence, 24 h; with zVAD 60 µM; viability rescue, % at 10 µM; 0.38% of 220,000 active; AID 1377;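 active means activation, scaled between plate controls, above about 75%, limit read from the data; inactive means activation under that limit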;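 further: 0% = zVAD with DMSO and 100% = DMSO alone without zVAD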
EP2 antag: blocks the human prostaglandin E2 receptor EP2 | P43116 | C6 glioma cells expressing human EP2, cAMP TR-FRET; cells stimulated with saturating PGE2 | inhibition, % at 25 µM | 0.52% of 260,000 active;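 active means percent inhibition above 40 after rounding to a whole number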;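 further: rat C6 glioma host cells with rolipram phosphodiesterase inhibitor present; the protocol text gives 20 µM as final concentration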
Target sequence (P43116 whole entry, looked up): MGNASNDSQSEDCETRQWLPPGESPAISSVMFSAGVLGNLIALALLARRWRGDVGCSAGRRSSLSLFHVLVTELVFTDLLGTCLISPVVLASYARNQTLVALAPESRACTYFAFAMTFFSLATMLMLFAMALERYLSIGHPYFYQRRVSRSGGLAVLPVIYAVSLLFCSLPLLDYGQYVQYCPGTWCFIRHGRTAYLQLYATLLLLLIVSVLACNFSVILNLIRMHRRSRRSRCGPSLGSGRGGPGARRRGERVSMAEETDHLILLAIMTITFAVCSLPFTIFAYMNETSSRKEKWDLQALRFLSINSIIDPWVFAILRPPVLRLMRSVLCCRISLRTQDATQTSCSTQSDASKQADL
Wee1 degr inh: inhibitors of human Wee1 degradation. AID 1321. reporter increase, % at 5 µM. P30291. HeLa Luc-Wee1K328M stability, luciferase luminescence; 100% = proteasome inhibitor MG132 effect. 1.2% of 220,000 active;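 active means activation above the mean of all tested compounds plus 3 SD, set per screening run, cut at about 8.8% in these data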;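 further: cells exposed to compound for 20 h before luminescence read; 0% = DMSO alone and 100% = MG132 at 30 µM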
PPC-1+TRAIL kill: kills PPC-1 cancer cells in the presence of TRAIL. PPC-1 cells + TRAIL, ATPLite viability luminescence. 0.41% of 220,000 active. AID 1443. cell killing (% activity), % at 4 µM;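 active means cell killing above 50% in the first pass at 4 µM, then a duplicate retest at 5 µM averaging 50% or more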;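 further: plate controls were cells with TRAIL plus DMSO for no effect and medium-only wells lacking cells for full effect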
CHOP inh: CHOP inhibition in unfolded protein response; CHO-K1 CHOP-promoter luciferase, tunicamycin-induced, 15-18 h; inhibition, % at 10 µM; 3.8% of 220,000 active;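 active means compounds that reduced the stress-induced luciferase reporter signal by more than about 70% of percent inhibition, limit read from the data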;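 further: 0% = tunicamycin plus vehicle and 100% = wells without tunicamycin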
FXIa inh 1536: inhibitors of human coagulation factor XIa; P03951; purified FXIa, Boc-Glu-Ala-Arg-AMC fluorogenic substrate; inhibition, % at 5 µM; 0.14% of 220,000 active; AID 798;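 active means inhibition of at least 40%; inactive means inhibition below 40%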;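 further: fluorescence of freed AMC excited at 355 nm; 0% = enzyme without compound and 100% = no enzyme blank; many of its hits are not listed in these tables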
TNF necrop inh: TNF-alpha cell death inhibition in Jurkat FADD-/- cells | Jurkat FADD-/- TNF necroptosis rescue, ATP luminescence, 24 h; 0 = TNF only, 100 = no-TNF cells | activation (protection from cell death), % at 10 µM | 0.068% of 220,000 active;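 active means activation, meaning protection from cell death, of at least 50% relative to plate controls; inactive means activation below 50%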;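 further: necroptosis triggered by 40 ng/mL TNF-alpha added together with compound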
FXIIa inh 1536: factor XIIa (human) inhibition | P00748 | purified FXIIa, Boc-QGR-AMC fluorogenic substrate, 2 h | inhibition, % at 5 µM | 0.3% of 220,000 active | AID 800; in the data active means inhibition above about 40%;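 further: 0% = enzyme with no compound and 100% = blank without enzyme; many of its hits are not listed in these tables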
* hit, by the source's call; x = not tested or not shown; & = joins results of further samples. The list is partial; count on the stated rates, not on these rows.

cpd	canonical_smiles	TbHK1 inh	L929 necroptosis	EP2 antag	Wee1 degr inh	PPC-1+TRAIL kill	CHOP inh	FXIa inh 1536	TNF necrop inh	FXIIa inh 1536
1	Cc1ccccc1OCC(O)Cn1c(=N)n(Cc2ccccc2)c2ccccc21 (stereo not given)	18.3	1.4	7.8	-2.7	21.7	31.5	-2.1	-26.6	6.1
2	CC(C)C(NS(=O)(=O)c1cccc2nsnc12)C(=O)NCc1ccc2c(c1)OCO2 (stereo not given)	-7.1	-0.5	12.4	-1.4	15.2	0.4	3.3	0.1	12.0
3	O=C(CCS(=O)(=O)c1ccccc1)Nc1cccc(-c2nc3ccccc3s2)c1	-1.2	2.4	7.1	-1.6	22.3	43.0	-12.0	1.7	-2.8
4	Cc1ccc(N(C)S(=O)(=O)c2ccc(C)cc2)cc1	3.4	-0.3	1.7	5.6	11.5	8.3	4.9	0.0	21.4
5	C[N+]1(CCCCSc2ccc(O)cc2)CCCCC1	0.2	0.8	9.7&6.4	-2.5	-24.2	21.8	-3.7	1.1	4.1
6	Fc1cccc(Cc2noc(CN3CCCCC3c3ccccn3)n2)c1 (stereo not given)	-2.1	0.5	13.0	2.6	7.8	11.4	2.5	0.3	9.8
7	Cc1noc(C)c1COc1ccc(C(=O)OCC(=O)NCCN2C(=O)CSC2=O)cc1	0.7	3.8	6.4	-0.3	10.6	13.6	-0.6	0.2	9.5
8	C=CCNc1oc(/C=C/c2ccccc2)nc1C#N	-33.1	0.2	10.3	1.9	-6.7	-20.8	-45.3	-2.9	-71.1
9	Cc1cc(C)nc(SCC(=O)Nc2ccc(N3CCOCC3)c(Cl)c2)n1	-2.9	-0.1	11.3	-1.9	0.0	x	-2.3	-5.7	7.5
10	CC(=O)N(Cc1ccccn1)Cc1ccco1	-8.2	-0.6	8.3	6.8	2.4	4.2	3.9	1.5	5.2
11	O=C(COc1ccccc1)N(Cc1ccco1)c1ccc(O)cc1	-0.2	0.3	5.8	0.2	12.5	26.5	7.7	-0.8	9.0
12	Cc1cc(C)c(C#N)c(SCc2ccc(C#N)cc2)n1	-0.2	1.0	8.0	4.6	-2.4	9.6	-1.4	0.9	12.1
13	O=C(N/N=C/c1ccccn1)c1ccc(NC(=O)c2cccc([N+](=O)[O-])c2)cc1	-6.1	14.8	25.7	-2.1	19.8	13.3	-4.2	2.4	2.2
14	COC(=O)c1ccc(CN2C(=O)NC3(CCC(C)CC3)C2=O)cc1 (stereo not given)	-8.3	6.4	8.5	2.8	20.8	5.6	-5.8	3.5	x
15	COc1ccc(-c2ocnc2C(=O)N2CCN(C(c3ccccc3)c3ccccc3)CC2)cc1	-5.5	1.3	6.3	5.0	8.2	22.6	-0.8	1.0	9.4
16	Cc1cccc(C)c1NC(=O)CNCC(=O)N(C)C	-3.2	2.1	4.5	-3.6	0.7	7.8	3.5	0.1	9.6
17	O=C(CCl)NC(=O)NC12CC3CC(CC(C3)C1)C2	3.7	0.8	10.4	-1.1	9.0	102.9*	5.6	-3.5	7.2
18	NNC(=O)c1cc2sccc2s1	-9.9	-0.2	11.2	5.9	2.8	-18.4	-6.6	-1.7	5.4
19	Cc1ccc(OCC(=O)N2CCCCC2)c(Br)c1	3.8	0.2	-1.0	-2.4	2.4	43.2	-0.6	0.9	0.8
20	CC1CCCCC1NC(=O)C1CCN(S(=O)(=O)N2CCOCC2)CC1 (stereo not given)	1.4	-0.2	5.9	-1.5	23.8	12.1	-11.0	1.1	1.5

Four entries already listed, sorted by the value under Wee1 degr inh, largest number first:
nr	smiles	Wee1 degr inh
4	Cc1ccc(N(C)S(=O)(=O)c2ccc(C)cc2)cc1	5.6
6	Fc1cccc(Cc2noc(CN3CCCCC3c3ccccn3)n2)c1 (stereo not given)	2.6
13	O=C(N/N=C/c1ccccn1)c1ccc(NC(=O)c2cccc([N+](=O)[O-])c2)cc1	-2.1
1	Cc1ccccc1OCC(O)Cn1c(=N)n(Cc2ccccc2)c2ccccc21 (stereo not given)	-2.7

Entries above shown as hits in CHOP inh:
item	canonical_smiles	TbHK1 inh	Wee1 degr inh	CHOP inh	FXIa inh 1536	FXIIa inh 1536
17	O=C(CCl)NC(=O)NC12CC3CC(CC(C3)C1)C2	3.7	-1.1	102.9*	5.6	7.2

Back to the main list; the 6 compounds before the break are reprinted first.
Letters: A = TbHK1 inh; B = L929 necroptosis; C = EP2 antag; D = Wee1 degr inh; E = PPC-1+TRAIL kill; F = CHOP inh; G = FXIa inh 1536; H = TNF necrop inh; I = FXIIa inh 1536
15) COc1ccc(-c2ocnc2C(=O)N2CCN(C(c3ccccc3)c3ccccc3)CC2)cc1
  A = -5.5 | B = 1.3 | C = 6.3 | D = 5.0 | E = 8.2 | F = 22.6 | G = -0.8 | H = 1.0 | I = 9.4
16) Cc1cccc(C)c1NC(=O)CNCC(=O)N(C)C
  A = -3.2 | B = 2.1 | C = 4.5 | D = -3.6 | E = 0.7 | F = 7.8 | G = 3.5 | H = 0.1 | I = 9.6
17) O=C(CCl)NC(=O)NC12CC3CC(CC(C3)C1)C2
  A = 3.7 | B = 0.8 | C = 10.4 | D = -1.1 | E = 9.0 | F = 102.9* | G = 5.6 | H = -3.5 | I = 7.2
18) NNC(=O)c1cc2sccc2s1
  A = -9.9 | B = -0.2 | C = 11.2 | D = 5.9 | E = 2.8 | F = -18.4 | G = -6.6 | H = -1.7 | I = 5.4
19) Cc1ccc(OCC(=O)N2CCCCC2)c(Br)c1
  A = 3.8 | B = 0.2 | C = -1.0 | D = -2.4 | E = 2.4 | F = 43.2 | G = -0.6 | H = 0.9 | I = 0.8
20) CC1CCCCC1NC(=O)C1CCN(S(=O)(=O)N2CCOCC2)CC1 (stereo not given)
  A = 1.4 | B = -0.2 | C = 5.9 | D = -1.5 | E = 23.8 | F = 12.1 | G = -11.0 | H = 1.1 | I = 1.5
21) Cc1onc(-c2c(Cl)cccc2Cl)c1C(=O)NNC(=O)c1c(-c2c(Cl)cccc2Cl)noc1C
  A = -7.2 | B = -0.4 | C = 13.5 | D = -0.2 | E = -10.4 | F = -2.8 | G = 0.5 | H = 2.6 | I = 4.0
22) O=C(Nc1c(Cl)cc(Cl)cc1C(=O)NCc1cccnc1)c1ccc(Cl)cc1Cl
  A = -2.5 | B = 0.0 | C = 9.6 | D = -0.1 | E = 4.7 | F = 29.1 | G = 3.2 | H = -3.5 | I = 21.9
23) O=C(Oc1ccc(-c2cnc3ccccc3n2)cc1)c1ccc(Br)o1
  A = -15.8 | B = 85.5* | C = 9.9 | D = -2.0 | E = 23.8 | F = 37.1 | G = 7.5 | H = -0.3 | I = 15.1
24) Cc1ccc(NC(=O)C2CCN(c3nc(C)cc(C)n3)CC2)cc1
  A = -1.6 | B = -0.9 | C = 14.9&10.4 | D = -3.1 | E = 1.1 | F = 12.5 | G = -2.7 | H = 0.7 | I = 0.9
25) O=C(Cc1ccc(-n2cccc2)cc1)NCc1ccccc1Cl
  A = 6.6 | B = 1.4 | C = 9.9 | D = -1.4 | E = 19.5 | F = 50.9 | G = 6.9 | H = -2.6 | I = 7.0
26) CCOc1ccc(C2Oc3nc(SC)nnc3-c3ccccc3N2C(C)=O)cc1OC (stereo not given)
  A = -10.8 | B = 1.7 | C = 8.6 | D = -1.8 | E = 4.3 | F = -23.8 | G = -2.6 | H = 1.0 | I = 9.1
27) Cc1csc(NC(=O)c2cc3c(s2)-c2ccccc2OC3)n1
  A = -13.4 | B = 2.3 | C = 8.4 | D = 0.4 | E = -0.5 | F = 81.0* | G = 0.3 | H = -0.2 | I = 11.2
